Source: PubChem (several laboratories)
HCV core dimer – HCV core protein dimerization inhibition; TR-FRET GST/Flag-core106 dimerization, 1536-well; inhibition, % at 5 µM; 300,000 compounds, 0.33% hits;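 active means inhibition above the mean of all tested compounds plus 3 SD, set per screening campaign, cut at about 45% in these data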
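Assay system: GST-tagged and Flag-tagged HCV core protein residues 1-106 / Times: compound-protein-antibody incubation 4 h at 22.5 °C / Signal: time-resolved FRET, ex 340 nm, em 617 and 671 nm / Evaluation: % inhibition based on acceptor/donor emission ratio / Benchmarks: wells lacking GST-core106 and wells with excess unlabelled core106 / Repeats: singlicate, one well per compound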
procasp7 counter – counter-screen: procaspase-7 (human) activation; recombinant procaspase-7, Ac-DEVD-pNA absorbance 405 nm; D23A/D198A/D206A triple mutant, cannot self-cleave; scale: DMSO 0, 5 µM enzyme 100; activation, % at 8.5 µM; P55210; 330,000 compounds, 0.093% hits;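 active means percent activation above the screen-wide mean plus 3 SD, cut at about 25% in these data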
Target sequence (P55210 whole entry D23A/D198A/D206A): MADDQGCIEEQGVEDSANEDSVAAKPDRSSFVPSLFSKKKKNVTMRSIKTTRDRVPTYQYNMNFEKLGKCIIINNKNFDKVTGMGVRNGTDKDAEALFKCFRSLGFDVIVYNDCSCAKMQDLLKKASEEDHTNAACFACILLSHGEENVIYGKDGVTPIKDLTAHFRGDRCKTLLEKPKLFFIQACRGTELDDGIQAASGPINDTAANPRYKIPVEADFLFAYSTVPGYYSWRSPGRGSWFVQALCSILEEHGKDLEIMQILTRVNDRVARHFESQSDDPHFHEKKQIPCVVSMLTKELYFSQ
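buffer or medium = Zinc-free HEPES/NaCl buffer, pH 7.4 | material = Procaspase-7 triple mutant (PC-7 D3A) | input = 2 µM procaspase-7 mutant as dispensed | signal = Epi-absorbance of released pNA at 405 nm, two timepoints | timing = 1 h preincubation, 2 h reaction | replicates = singlicate compound testing | evaluation = % activation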
Fh CTSL1 inh – cathepsin L1 inhibition, PFM18AAP counter-screen; 300,000 compounds, 0.49% hits; recombinant F. hepatica cathepsin L1, Z-Leu-Arg-MCA fluorescence; inhibition, % at 5.96 µM;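 active means inhibition above the mean of all tested compounds plus 3 SD, set per screening campaign, cut at about 17% in these data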;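 further: 0% = plate median of test compound wells and 100% = 1 µM Z-Phe-Ala-diazomethylketone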
PP5 inh – blocks human protein phosphatase 5 activity | P53041 | purified PP5c, OMFP substrate fluorescence | inhibition, % at 6.7 µM | 320,000 compounds, 0.18% hits | AID 1987;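 active means inhibition above the campaign's mean inhibition across all tested compounds plus 3 SD, cut at about 9.5% in these data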;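 further: 0% = DMSO only and 100% = 100 µM cantharidin control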
TPT1 inhibitor – blocks Candida albicans tRNA 2'-phosphotransferase. inhibition, % at 5 µM. 300,000 compounds, 0.81% hits. recombinant caTPT1, FP RNA substrate dephosphorylation. AID 1962;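 active means inhibition above the mean of all tested compounds plus 3 SD, set per screening campaign, cut at about 24% in these data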;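 further: plate controls were DMSO alone for no effect and ferristatin control at 100 nM for full effect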
JMJD2C inh – inhibitors of human GASC-1 (JMJD2C) demethylase; GST-JMJD2C(1-420) H3K9me3 demethylation, DELFIA europium; inhibition, % at 2.35 µM; 330,000 compounds, 0.069% hits; Q9H3R0;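 active means more than half of a compound's replicate wells show inhibition beyond 50%, single wells judged on their own value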;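 further: signal counts dimethyl H3K9 product captured on neutravidin plate; 0% = median of DMSO wells and 100% = 0.3 times that DMSO median; strong numbers were not always called active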
Target sequence (Q9H3R0 1-420 limits assumed): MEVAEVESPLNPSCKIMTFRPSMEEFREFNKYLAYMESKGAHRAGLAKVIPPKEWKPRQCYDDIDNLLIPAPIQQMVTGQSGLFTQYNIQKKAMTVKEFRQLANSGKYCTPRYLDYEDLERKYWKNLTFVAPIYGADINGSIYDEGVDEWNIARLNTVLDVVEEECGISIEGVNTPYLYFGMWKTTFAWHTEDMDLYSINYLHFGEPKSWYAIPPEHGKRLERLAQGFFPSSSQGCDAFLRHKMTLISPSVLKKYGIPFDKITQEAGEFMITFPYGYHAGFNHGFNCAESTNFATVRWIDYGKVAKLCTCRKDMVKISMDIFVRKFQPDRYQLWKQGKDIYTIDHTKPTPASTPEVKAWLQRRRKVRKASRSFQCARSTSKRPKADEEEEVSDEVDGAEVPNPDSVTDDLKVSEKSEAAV
procasp3 activ – procaspase-3 (human) activation; P42574; recombinant procaspase-3 D3A, Ac-DEVD-pNA absorbance 405 nm; activation, % at 8.5 µM; 330,000 compounds, 0.11% hits; AID 463141;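 active means activation above the mean of all tested compounds plus 3 SD, cut at about 21% in these data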;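 further: 0% = DMSO alone and 100% = DMSO wells spiked with extra 5 µM PC-3 D3A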
Target sequence (P42574 whole entry D9A/D28A/D175A): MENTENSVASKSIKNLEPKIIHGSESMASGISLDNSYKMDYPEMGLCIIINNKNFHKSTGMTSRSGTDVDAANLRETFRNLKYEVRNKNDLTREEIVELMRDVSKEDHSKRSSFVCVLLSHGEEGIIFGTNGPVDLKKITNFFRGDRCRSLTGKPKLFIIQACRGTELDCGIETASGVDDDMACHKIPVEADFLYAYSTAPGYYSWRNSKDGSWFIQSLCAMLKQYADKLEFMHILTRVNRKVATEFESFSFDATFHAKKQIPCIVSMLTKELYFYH
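System: Procaspase-3 D3A mutant. Medium: Zinc-free 300 mM NaCl, 50 mM HEPES, 0.01% Triton X-100. Schedule: 1 h preincubation plus 2 h reaction at 25 °C. Measured by: 405 nm absorbance of p-nitroaniline, reads at 0 and 120 min. Read-out: percent activation relative to control range.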
PP1 counter – blocks human PP1-alpha phosphatase, a PP5 counter-screen; P62136; purified PP1alpha, OMFP fluorescence; inhibition, % at 6.7 µM; 320,000 compounds, 0.9% hits; AID 2235;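 active means inhibition above the mean inhibition of all tested compounds plus 3 SD, computed separately for each screening campaign, cut at about 15% in these data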
Efflux pump inh – inhibitors of Candida antifungal efflux pumps expressed in yeast | AID 485275 | inhibition, % at 10 µM | S. cerevisiae Candida pump triplex, Nile Red efflux | 330,000 compounds, 0.44% hits;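 active means plate passing quality check with inhibition over a set limit, or well fluorescence over plate mean plus 4 SD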;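 further: Nile Red retained in pooled yeast measured as flow cytometry median fluorescence; 0% = buffer negative control and 100% = Enniatin B positive control; higher means more Nile Red kept so more efflux inhibition; some compounds called inactive have numbers as strong as hits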
Active calls of the source: *; / = not tested or not shown; & = joins results of further samples.

SMILES | HCV core dimer | procasp7 counter | Fh CTSL1 inh | PP5 inh | TPT1 inhibitor | JMJD2C inh | procasp3 activ | PP1 counter | Efflux pump inh
O=C(CNC1CCCCCC1)Nc1ccccc1N1CCOCC1 | 2.1 | 8.6 | 1.0 | 2.6 | -1.9 | -9.2 | -1.3 | 10.4 | 0.0
Cc1cc([N+](=O)[O-])cc2c1NC(=O)C2(O)N1CCOCC1 (stereo not given) | -1.1 | -17.8 | 8.4 | 2.4 | 0.9 | 3.0 | -14.1 | -0.5 | -0.1
COc1cc(/C=N/NC(N)=O)ccc1OC(=O)c1ccco1 | -3.0 | 4.3 | -0.3 | -1.0 | 0.2 | -7.4 | -1.3 | -0.8 | 0.1
CC(C)CN(C(=O)COC(=O)CSc1ccccc1F)c1c(N)n(Cc2ccccc2)c(=O)[nH]c1=O | 4.0 | 12.2 | -9.0 | -1.2 | 2.5 | -18.9 | 0.4 | -0.6 | 0.1
O=C(COC(=O)/C=C/c1ccc([N+](=O)[O-])cc1)NC(c1ccccc1)c1ccccc1 | 12.4 | 1.7 | 1.9 | 2.1 | 2.6 | -1.7 | 7.2 | -2.8 | 0.4
COCCNC(=O)c1cc(-c2ccc(Cl)c(Cl)c2)on1 | -1.8 | 8.2 | -0.7 | 1.4 | -1.9 | -14.7 | 12.7 | 2.2 | 0.0
O=C(O)CN1C(=O)NC2(CCOc3ccccc32)C1=O (stereo not given) | -0.9 | 1.0 | 2.5 | 0.0 | -1.3 | -2.4 | -6.9 | -2.4 | 0.0
Nc1ccc(C(=O)N2CCN(S(=O)(=O)c3ccc(Br)cc3)CC2)cc1[N+](=O)[O-] | 3.6 | 2.6 | -0.1 | 1.9 | -1.2 | -0.3 | 5.5 | -4.2 | 0.0
CSCCC(NC(=O)c1cccc(S(=O)(=O)N2CCOCC2)c1)C(=O)Nc1ccc(F)cc1 (stereo not given) | -11.6 | 3.1 | -4.9 | -0.6 | 3.7 | -4.3 | -1.2 | 2.1 | 0.1
COc1cccc(NC(=O)C2C3C=CC4(O3)C2C(=O)N(CCCN2CCCCC2)C4C(=O)NC2CCCCC2)c1 (stereo not given) | -11.9 | 6.2 | 3.6 | 4.7 | -1.3 | 1.2 | 10.4 | 2.1 | 0.0
COc1ccc(Nc2c([N+](=O)[O-])ccc3c2=NC2(CCCCC2)N=3)cc1 | -18.6 | 4.6 | -2.2 | 1.8 | -4.5 | -27.9 | -4.4 | -2.1 | 0.0
Cc1cccc(C)c1NC(=O)CS(=O)CC(=O)Nc1ccc(F)cc1F (stereo not given) | 1.1 | 3.1 | 6.5 | -2.3 | -1.4 | 13.7 | 3.0 | -4.2 | 0.0
CCOC(=O)N1CCN(Cc2cn[nH]c2-c2cc3ccccc3o2)CC1 | -1.0 | 2.1 | 0.1 | -0.1 | -1.6 | 10.3 | -2.0 | 0.4 | -0.1
Cc1nc(-c2cccc(Cl)c2)n[nH]1 | 5.8 | 7.0 | -0.9 | 2.9 | -0.3 | -37.8 | -2.4 | -2.5 | 0.3
COc1ccccc1NC(=O)CN1C(=O)COc2ccc(S(=O)(=O)N3CCOCC3)cc21 | -6.9 | -2.4 | 2.1 | 1.5 | -2.1 | -2.8 | 3.3 | 0.4 | -0.1
CCN1C(=O)CC(c2ccccc2)CC1=O | -4.0 | -4.5 | -6.1 | 0.1 | 3.0 | -8.2 | 2.7 | -0.8 | 0.1
CCOc1ccc(NC(=O)C(CC)n2nc(C)c3c(C)n(-c4ccccc4)nc3c2=O)cc1 (stereo not given) | 11.8 | 7.8 | 3.0 | 2.5 | 0.4 | 2.1 | 0.8 | 0.7 | -0.3
COc1ccccc1N1CCN(C(=O)c2cc3c(=O)n4cccc(C)c4nc3s2)CC1 | 5.6 | -4.9 | 1.8 | 1.9 | 2.3 | -5.5 | 5.0 | -0.8 | 0.9
O=C(Nc1ccccc1C(=O)N1CCCC1)C1CCN(c2ncccn2)CC1 | -1.6 | 1.3 | -3.7 | 0.5 | -0.8 | -2.1 | 2.4 | -3.5 | 0.0
Cc1nc(NCC2CCCO2)[nH]c(=O)c1CCC(C)C (stereo not given) | -1.8 | 8.4 | -0.1 | 3.7 | 0.9 | -8.8 | 2.2 | 2.0 | 0.0
COc1ccc(C(=O)Nc2cccc(-c3nnc(-c4ccco4)o3)c2)cc1 | 13.1 | 9.2 | -0.7 | 1.2 | 2.7 | -25.1 | 5.7 | 2.2 | 0.2
N#C/C(=C\c1ccc(OCc2ccc(Br)cc2)cc1)C(=O)Nc1cccc(C(=O)O)c1 | -7.5 | -5.7 | 1.6 | 2.5 | -0.5 | 7.6 | -5.5 | 2.0 | -0.1
C=CCN(CC=C)CCOc1cccc(Oc2ccccc2)c1 | -2.2 | 5.2 | -0.3 | 4.3 | -1.8 | -0.8 | -3.4 | -0.1 | -0.1
COc1ccc(Cc2nnc(SCc3nc4ccccc4c(=O)[nH]3)o2)cc1 | -0.8 | -5.0 | -1.8 | 0.4 | 1.2 | 18.2 | 2.9 | -2.0 | -0.1
O=C(CSc1nnc(CNc2ccc(F)cc2)o1)N1c2ccccc2Sc2ccccc21 | 11.1 | 1.5 | 0.9 | 3.9 | -0.3 | -3.2 | 1.2 | 4.9 | -0.2
CCN(CC)C(=O)CSc1nnc(-c2cc3ccccc3cc2O)n1CC | 0.4 | -2.9 | -1.6 | 1.2 | 2.7 | 3.6 | 5.4 | -2.3 | 0.6
COc1ccc(N2C(=O)CCC(C(=O)N3CCCCCC3)C2c2ccc(OC)c(OC)c2)cc1 (stereo not given) | -2.2 | 2.4 | -0.9 | 0.7 | 0.1 | 9.8 | -4.7 | -2.5 | -0.1
CCOC(=O)N1CCN(C(=O)C2CCN(S(=O)(=O)c3ccc(F)cc3)CC2)CC1 | 0.1 | 3.6 | 0.1 | 1.3 | -6.5 | 2.2 | -0.9 | -1.1 | 0.0
N#CCC(=O)Nc1sc2c(c1C(N)=O)CCCC2 | 4.6 | 3.3 | -2.7 | 1.4 | 6.7 | 5.4 | -3.0 | 2.8 | 0.1
Cc1cccc(/C=N/NC(=O)Cc2cccs2)c1 | -2.3 | 5.0 | 1.9 | 1.9 | -1.9 | -3.8 | 2.4 | -2.5 | 0.2
O=C(NC(=S)Nc1ccccc1C(=O)O)c1ccc(-c2ccc(Br)cc2)o1 | 24.2 | -30.9 | 1.9 | -0.8 | 0.6 | 13.0 | -19.7 | 0.9 | -0.5
O=C(Nc1cccc(S(=O)(=O)N2CCCCC2)c1)C1CCCC1 | / | 0.5 | / | 2.2 | / | 2.6 | 9.1 | -2.2 | -0.1
COc1ccc(CCN2CC(C(=O)NCCCn3nc(C)cc3C)CCC2=O)cc1 (stereo not given) | -10.0 | -5.7 | -1.1 | 1.9 | -0.5 | -18.2 | -2.9 | -11.1 | 0.1
Cc1ccccc1S(=O)(=O)NC1OC(=O)C(Cl)=C1Cl (stereo not given) | 3.5 | -29.3 | 2.8 | 0.5 | -1.9 | / | -20.1 | -0.4 | -0.1
COc1ccc(OC)c(C2=NOC(C(=O)Nc3ccc4c(c3)OCCO4)C2)c1 (stereo not given) | 5.5 | 6.0 | -3.0 | 4.2 | 0.2 | -23.6 | 9.3 | 2.9 | -0.2
COc1cc2nc(SCc3ccc(Cl)cc3Cl)n(Cc3cccs3)c(=N)c2cc1OC | 11.2 | 2.9 | 0.4 | -1.7 | 1.3 | -9.1 | 4.9 | -3.7 | 0.1
CC(C)Cc1nnc(NC(=O)c2ccc3c(c2)NC(=O)C(C)S3)s1 (stereo not given) | -0.4 | -0.3 | 1.4 | -1.2 | -2.9 | 16.2 | -7.2 | 10.1 | 0.2
COc1ccc(OC)c(/C=N/NC(=O)c2cc[n+](Cc3ccccc3)cc2)c1 | -1.9 | -1.5 | 0.4 | 2.4 | -5.6 | 11.0 | 5.1 | -1.3 | -0.3
Cc1c(C(=O)N2CCc3ccccc3C2)sc2nc(-c3ccccc3)cn12 | 6.6 | 8.2 | -0.2 | 3.2 | 0.6 | 6.7&-5.1 | 1.4 | 5.0 | -0.1
Nc1nnc(-c2ccncc2)s1 | 3.0 | 8.9 | -0.6 | -1.3 | -0.1 | 12.5 | 3.6 | -3.6 | 0.0
COc1cccc(NC(=O)NC2CCCCC2C)c1 (stereo not given) | 2.8 | -4.9 | 2.4 | 0.6 | -0.6 | -13.7 | -2.6 | -2.1 | 0.0
COc1ccc(N(CC(=O)N/N=C/c2ccc(-c3ccc([N+](=O)[O-])cc3)o2)S(=O)(=O)c2ccc(C)cc2)cc1Cl | 63.0* | -6.8 | 1.7 | 1.6 | 43.3* | 10.3 | -9.4 | 14.5 | 0.7
CC(CCc1ccccc1)NCc1cccc2ccccc12 (stereo not given) | 4.3 | 1.8 | 2.9 | -0.1 | -4.3 | 2.7 | -2.6 | -1.4 | -0.1
COc1ccc(CCN2CCCC(CN(C)Cc3cc(OC)ccc3OC)C2)cc1 (stereo not given) | -6.1 | -6.2 | -1.9 | 2.2 | -0.6 | 2.8 | 6.0 | 1.4 | 0.1
Cc1cc(-c2n[nH]c(=S)n2/N=C/c2c[nH]c3ccccc23)n[nH]1 | -4.0 | 4.6 | 3.2 | 2.1 | -6.6 | -1.7 | -10.9 | 1.0 | 0.3
CCC(C)c1ccccc1NC(=O)COc1ccc(-n2cnnn2)cc1 (stereo not given) | / | -7.9 | / | 1.2 | / | -6.7 | 13.8 | -4.3 | 0.1
CCn1cc(C(=O)N[C@@H](C)C(=O)NCCO)c(=O)c2cc3c(cc21)OCO3 | -4.5 | 11.5 | 2.4 | 1.2 | 1.1 | -31.8 | 2.7 | 2.9 | 0.3
CCn1c(=O)c(C(=O)Nc2ccccc2C)c(O)c2ccccc21 | -4.7 | -0.8 | -5.7 | 1.4 | 0.1 | -0.6 | 5.3 | 1.0 | 0.3
Cc1ccc(S(=O)(=O)N2CCN(CC(=O)N(CC(C)C)c3c(N)n(CC(C)C)c(=O)[nH]c3=O)CC2)c(C)c1 | -6.1 | 2.4 | -2.7 | 3.3 | -3.3 | 3.3 | 2.1 | -1.0 | 0.2
CSCC[C@H](NC(=O)NCc1cccs1)C(=O)O | -2.0 | 4.3 | 0.4 | -2.7 | -3.1 | 4.5 | -5.4 | -3.5 | 0.0

Grouped by structure, those above with a cyano group
SMILES | HCV core dimer | procasp7 counter | Fh CTSL1 inh | PP5 inh | TPT1 inhibitor | JMJD2C inh | procasp3 activ | PP1 counter | Efflux pump inh
N#C/C(=C\c1ccc(OCc2ccc(Br)cc2)cc1)C(=O)Nc1cccc(C(=O)O)c1 | -7.5 | -5.7 | 1.6 | 2.5 | -0.5 | 7.6 | -5.5 | 2.0 | -0.1
N#CCC(=O)Nc1sc2c(c1C(N)=O)CCCC2 | 4.6 | 3.3 | -2.7 | 1.4 | 6.7 | 5.4 | -3.0 | 2.8 | 0.1
